IL-2 act: activators of IL-2. AID 652025. activation, % (series mostly up to about 46 µM). IL-2 activation reporter assay, cell-based qHTS; stimulated with anti-CD3/CD4/CD28 beads; in transgenic mouse T cells. 0.065% of 360,000 active; in the data active = activation above about 50%; inconclusive = mostly about 30% to 49%; also: 0% is about no effect
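Readout is EGFP and DsRed signal by fluorescent plate cytometry after 18 h at 37 degrees C. Transgenic mouse T cells (750/well) received compound for 60 min before bead stimulation (anti-CD3, anti-CD4, anti-CD28); memory T cells served as non-tolerant control.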
PLK1 PBD block: PLK1 (human) polo-box domain binding inhibition | P53350 | Plk1 PBD binding of FITC phosphopeptide, fluorescence polarization | AID 720504 | Potency, µM, without a hit: max response, negative = inhibition, most hits filed as inhibitors | 2.8% of 360,000 active; also: potency is read from the fitted curve at half-maximal effect; series mostly up to about 57 µM; % is scaled to controls: 0 for no effect and ±100 for the full control effect; nearly all actives have a fitted effect of over 65% in size
Target sequence (P53350 whole entry, looked up, the tested form may be a part): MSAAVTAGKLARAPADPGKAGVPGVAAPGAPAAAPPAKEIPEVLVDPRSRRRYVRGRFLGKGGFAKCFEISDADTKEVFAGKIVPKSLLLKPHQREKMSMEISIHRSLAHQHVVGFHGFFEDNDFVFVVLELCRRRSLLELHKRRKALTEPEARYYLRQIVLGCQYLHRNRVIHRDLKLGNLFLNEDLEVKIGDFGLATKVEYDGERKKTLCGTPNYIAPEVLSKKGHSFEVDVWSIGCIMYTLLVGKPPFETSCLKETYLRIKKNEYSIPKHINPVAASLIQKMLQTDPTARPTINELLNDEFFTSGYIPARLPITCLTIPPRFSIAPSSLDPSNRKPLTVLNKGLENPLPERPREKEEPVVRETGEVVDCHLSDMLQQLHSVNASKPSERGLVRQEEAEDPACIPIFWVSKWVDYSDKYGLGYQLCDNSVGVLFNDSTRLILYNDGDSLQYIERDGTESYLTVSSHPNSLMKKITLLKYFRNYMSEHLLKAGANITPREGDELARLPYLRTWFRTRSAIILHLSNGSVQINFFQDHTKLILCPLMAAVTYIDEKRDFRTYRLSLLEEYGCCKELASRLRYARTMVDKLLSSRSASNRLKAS
Abeta rescue: compounds reversing amyloid beta toxicity in yeast; yeast expressing A-beta42, growth rescue, OD600, 48 h; response scale: 0% DMSO, 100% iron-clioquinol control; Potency, µM (titrated, usually from 46.1 µM), for the others: at the top dose growth rescue, most hits filed as activators; 0.063% of 410,000 active; AID 1347071; also: potency is read from the fitted curve at half-maximal effect; nearly all actives have a fitted effect of over 55% in size
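Growth rescue measured by 600 nm absorbance after 48 h yeast culture at 30 C with compound. Values normalized between DMSO and an equimolar ferric chloride plus clioquinol control.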
EPAC1 antag: blocks human EPAC1 exchange factor; O95398; EPAC1 GEF assay, Rap1b-BODIPY-GDP exchange fluorescence; Potency, µM (top dose mostly 115 µM), for inactives: at the top dose activity change, negative = inhibition, actives largely listed as inhibitors; 0.14% of 360,000 active;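 also: potency is read from the fitted curve at half-maximal effect; plate controls were vehicle for no effect and positive control for full effect; nearly all actives have a fitted effect of over 50% in size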
PI5P4K alpha inh: inhibitors of human PI5P4K alpha; max response, %; P48426; AID 652105; PI5P4Kalpha enzyme, ADP-Glo luminescence, 60 min; stronger effect = lower value; 1.2% of 330,000 active; active = max response of -50% or lower; inconclusive = between -30% and -50%; inactive = -30% or higher; also: value at the top dose of about 77 µM; % is scaled to controls: 0 for no effect and ±100 for the full control effect
Target sequence (P48426 whole entry, looked up): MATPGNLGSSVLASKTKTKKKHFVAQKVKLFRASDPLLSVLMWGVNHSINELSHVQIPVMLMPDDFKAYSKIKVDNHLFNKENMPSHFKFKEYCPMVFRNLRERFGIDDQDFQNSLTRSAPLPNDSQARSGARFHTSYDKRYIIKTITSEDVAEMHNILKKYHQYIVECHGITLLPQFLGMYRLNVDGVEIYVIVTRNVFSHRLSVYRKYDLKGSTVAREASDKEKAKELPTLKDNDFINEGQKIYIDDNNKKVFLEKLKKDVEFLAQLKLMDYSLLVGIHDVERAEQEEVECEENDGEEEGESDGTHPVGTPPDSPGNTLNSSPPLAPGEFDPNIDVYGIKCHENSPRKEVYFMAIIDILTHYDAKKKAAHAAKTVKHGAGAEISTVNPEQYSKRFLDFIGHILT
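Reactions run in 0.038 M HEPES pH 7.4, 0.28 mM EGTA, 0.1% CHAPS and 5% DMSO, with PI5P4Kalpha, substrate, compound and 5 microM ATP final, one hour at room temperature. Readout is ADP-Glo luminescence.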
EPAC1 ag: activates human EPAC1 exchange factor | EPAC1 agonist qHTS, biochemical assay; response scale: 100% = response to 6.5 mM cAMP | Potency, µM (titrated, usually from 154 µM), without a hit: at the top dose activation, most hits filed as activators | 0.073% of 360,000 active | AID 720707; also: potency is read from the fitted curve at half-maximal effect; nearly all actives have a fitted effect of over 60% in size
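Compounds were pinned as a concentration titration into mixtures of EPAC1 (100 nM), BODIPY-GDP-loaded Rap1B (250 nM) and GDP (50 uM). After 5 min at room temperature, fluorescence was followed for 30 min; activity was scaled to 6.5 mM cAMP.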
FUS yeast rescue: suppressors of FUS proteinopathy in yeast; AID 1347120; 0.24% of 390,000 active; S. cerevisiae FUS-expressing, growth rescue, OD600, 24 h; Potency, µM (titrated, usually from 76.6 µM), inactives show at the top dose growth rescue (activation), most hits filed as activators;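 also: potency is read from the fitted curve at half-maximal effect; plate controls were DMSO vehicle for no effect and reference control for full effect; nearly all actives have a fitted effect of over 55% in size; some results filed as inactive show a strong effect at the top dose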
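Steps: raffinose overnight preculture; dilution to OD 0.005 in 2% galactose minimal medium; compound addition (concentration series); 24hr at 30C, 99% humidity; absorbance read at 600 nm.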
WRN inhibitor: blocks human WRN helicase | Q14191 | WRN helicase unwinding, fluorescent forked duplex, kinetic | Potency, µM (highest dose often 114 µM), without a hit: at the highest dose activity change, negative = inhibition, most hits filed as inhibitors | 0.46% of 360,000 active | AID 651768; also: potency is read from the fitted curve at half-maximal effect; % is scaled to controls: 0 for no effect and ±100 for the full control effect; nearly all actives have a fitted effect of over 55% in size
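Kinetic red-fluorescence monitoring (525/598 nm) tracks WRN helicase activity after 100 nM fluorophore-quencher forked duplex and 2 mM ATP are added to 20 nM enzyme pretreated 15 min at room temperature with compound.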
aSyn yeast inh: rescues yeast growth from alpha-synuclein toxicity; 0.14% of 370,000 active; Yeast expressing alpha-synuclein, growth rescue, BacTiter-Glo, 24 h; Potency, µM (highest dose often 46.1 µM), for inactives: at the top dose growth rescue (activation), usual class: activators; also: potency is read from the fitted curve at half-maximal effect; % of control where 0% means no effect; nearly all actives have a fitted effect of over 65% in size
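Screening used galactose-induced yeast with toxic alpha-synuclein levels, exposed to compound for 24 hr at 30 deg C. Cell growth, read with BacTiter-Glo luminescence, gave the measured signal.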
The depositor's hits bear a star; u = inconclusive; x = no result given; [ ] = another dose, or the depositor's remark. Unless noted, calls follow the shape of the dose curve; as a rule, active = well fitted curve in the direction sought with a large enough effect; inconclusive = small, poorly fitted or top-dose-only effect, or another doubt; inactive = no such curve, though single readings can be large; an effect the other way counts as inactive or inconclusive.

#1 Cc1ccc(CN2CC(C(=O)Nc3ccc(S(=O)(=O)N4CCCCC4)cc3)CC2=O)cc1 (stereo unspecified)
#2 Cc1nnc(NC(=O)c2c(F)c(F)c(F)c(F)c2F)s1
#3 Cc1c(S(=O)(=O)c2ccccn2)c(N)n(Cc2cccc(Cl)c2)c1C
#4 Cc1ccc(-c2nnc(Nc3ccc(CC(N)=O)cc3)c3ccccc23)cc1S(=O)(=O)NCC1CCCO1 (stereo unspecified)
#5 CC(C)n1c(O)c(N=Nc2ccc(Cl)c(C(=O)O)c2)c2ccccc21
#6 COc1ccc(/C=N/NC(=O)c2ccc(Br)cc2)cc1CN1CCOCC1
#7 Cc1ccc(Nc2nc3ccccc3[nH]2)nc1
#8 Cc1ccc(S(=O)(=O)NCCC(=O)Nc2ccc(Cl)c(Cl)c2)cc1C

Compound	1	2	3	4	5	6	7	8
IL-2 act	-0.7	-1.1	0.2	-0.1	-0.1	-0.5	-1.7	-0.2
PLK1 PBD block	-4%	-7%	-13%	2%	-12%	-8%	1%	-8%
Abeta rescue	13%	5%	17%	3%	-90%[inhibitor]	-22%	22%	-7%
EPAC1 antag	-17%	-11%	12%	-17%	-12%	-30%	-5%	-19%
PI5P4K alpha inh	3	-3	-11	-8	-27	2	-7	6
EPAC1 ag	2%	-6%	4%	2%	-10%	8%	-10%	10%
FUS yeast rescue	u	2%	29%	25%	-7%	17%	-7%	-2%
WRN inhibitor	-4%	-1%	-13%	-16%	-9%	0%	-6%	-4%
aSyn yeast inh	0%	-14%	5%	3%	-66%[inhibitor]	-7%	-6%	-2%

#9 N/C(=N\OC(=O)c1ccc(Cl)cc1Cl)c1ccccc1
#10 COc1cccc(NS(=O)(=O)CC23CCC(CC2=O)C3(C)C)c1 (stereo unspecified)
#11 CC(C)C[C@@H](COc1ccccc1)N1CCN(C)CCC1=O
#12 COC(=O)c1sccc1NC(=O)C1CC2CCC1C2 (stereo unspecified)
#13 CC1O[C@@H](OC2C(COC3OC(CO)C(O)[C@H](O)C3O)OC(OC3CC[C@]4(C)C(CC[C@@]5(C)[C@@H]4CC=C4[C@@H]6CC(C)(C)CC[C@]6(CO)C(O)C[C@]45C)C3(C)C)C(O)C2O)C(O)C(O)C1O (stereo partly specified)
#14 COc1ccc2c(c1)-c1c(ssc1=S)C(C)(C)N2S(=O)(=O)c1ccc(C)cc1
#15 CC(C)NC(=O)c1ccc(CONC(=O)OCc2ccccc2)cc1
#16 Cc1ccc(N2C(=O)c3n[nH]c(C)c3C2c2ccccn2)cc1 (stereo unspecified)

Compound	9	10	11	12	13	14	15	16
IL-2 act	2.2	-2.4	-0.2	-0.5	1.1	-0.8	-1.9	-0.3
PLK1 PBD block	-4%	-10%	-1%	-6%	-7%	-28%	5%	-3%
Abeta rescue	-28%	u	2%	-1%	9%	10%	10%	2%
EPAC1 antag	0%	3%	-3%	3%	1%	-14%	3%	-17%
PI5P4K alpha inh	x	3	8	1	-23	8	2	12
EPAC1 ag	5%	1%	1%	8%	-11%	10%	-1%	2%
FUS yeast rescue	-7%	4%	11%	7%	u	44%	-1%	x
WRN inhibitor	-6%	8%[57.1 µM]	9%	-1%	-1%	5%	-8%	-1%
aSyn yeast inh	-45%[inhibitor]	8%	1%	-10%	9%	8%	2%	-5%

#17 COc1ccc(/C=C(\C#N)C(=O)OCC(=O)Nc2c(C)cccc2C(C)C)cc1
#18 CCN(CC)c1ccc(NC(=O)c2ccccc2Br)cc1S(=O)(=O)Nc1ccccc1OC
#19 CCC(C)c1ccc(NS(=O)(=O)c2c(C)[nH]c(=O)[nH]c2=O)cc1 (stereo unspecified)
#20 CCC(=O)N1CCc2cc(-c3csc(NC(=O)c4ccco4)n3)ccc21
#21 CCc1sc(C(=O)Nc2cccnc2)cc1Br
#22 CN(C)C(=S)N=c1ssc(=S)n1Cc1cccnc1
#23 CC(=O)c1cccc(NC(=O)CN2CCN(S(=O)(=O)/C=C/c3ccccc3)CC2)c1
#24 O=[N+]([O-])c1cc([N+](=O)[O-])c(Oc2c(F)cccc2F)cc1NN1CCCCC1

Compound	17	18	19	20	21	22	23	24
IL-2 act	-2.7	0.7	-1.6	-4.3	-4.3	-0.7	-0.2	-0.5
PLK1 PBD block	-6%	1.5µM*	-3%	-5%	-3%	27µM*	-1%	-1%
Abeta rescue	-26%	-77%[inhibitor]	-13%	4%	-23%	-13%	5%	3%
EPAC1 antag	9%	11%	-1%	0%	5%	-12%	-24%	8%
PI5P4K alpha inh	0	u	-4	2	1	4	6	0
EPAC1 ag	-3%	10%	1%	5%	-5%	2%	9%	14%
FUS yeast rescue	-16%	39%	-13%	-16%	-5%	x	6%	24%
WRN inhibitor	-4%	u	-2%	-9%	-1%	-26%	-5%	8%
aSyn yeast inh	-19%	-32%[inhibitor]	2%	-1%	-8%	2%	1%	0%

#25 O=C(CCCN1C(=O)c2ccccc2C1=O)N1CCc2ccccc2C1
#26 CCOC(=O)c1cnc2cc(-c3ccc(Br)cc3)nn2c1C
#27 CCOC(=O)N1CCN(C(=O)COc2ccc3c(c2)C(=O)CC2(CCN(C(C)=O)CC2)O3)CC1
#28 CN(C)C(/C=C/Nc1ccccc1F)=C(C#N)C#N
#29 Oc1ccccc1-c1n[nH]c(=S)n1Cc1ccco1
#30 COc1ncnc2c1ncn2CCCN[C@H](C)c1cccc2ccccc12
#31 CCCCN(C)CCNS(=O)(=O)c1ccc2c(c1)n(C)c(=O)c(=O)n2C
#32 O=C(Nc1cccc(Cl)c1)NC1CC2CCC(C1)N2Cc1ccco1 (stereo unspecified)

Compound	25	26	27	28	29	30	31	32
IL-2 act	-0.5	-0.2	-0.1	0.4	-1.4	1.3	-0.3	-1.1
PLK1 PBD block	-4%	4%	-11%	-3%	-15%	2%	6%	3%
Abeta rescue	7%	-4%	-5%	12%	-21%	10%	-16%	5%
EPAC1 antag	-2%	19%	-7%	-4%	-12%	7%	2%	-3%
PI5P4K alpha inh	-2	5	x	x	x	-6	-3	0
EPAC1 ag	1%	-10%	10%	-3%	7%	-6%	-12%	2%
FUS yeast rescue	-4%	-13%	-3%	-11%	27%	-24%	-29%	-30%
WRN inhibitor	-1%	5%	-8%	-3%	-5%	8%	4%	-6%
aSyn yeast inh	x	1%	-1%	-4%	-2%	u	5%	5%

#33 COc1ccc(OC)c(S(=O)(=O)Nc2ccc(CC(=O)O)cc2)c1
#34 CCCn1c(=O)c2sccc2n2c(CCCC(=O)NCc3ccco3)nnc12
#35 COc1ccc(-c2nn(-c3ccccc3)cc2/C=N/NC(=O)c2cccc(S(=O)(=O)Nc3ccccc3OC)c2)cc1
#36 COc1ccc(CCNC(=O)c2ccncc2)cc1OC
#37 CC(C)c1ccccc1OCCNC(=O)c1cncc(Br)c1
#38 Cc1cc(C)nc(SCc2cn3cc(Cl)ccc3n2)n1
#39 CC(C)Oc1cc(F)ccc1-c1cc(C(=O)NCCc2ccncc2)[nH]n1
#40 O=C(Nc1ccc(F)cc1F)c1ccccc1NC(=O)C1CC=CCC1C(=O)O (stereo unspecified)

Compound	33	34	35	36	37	38	39	40
IL-2 act	-0.6	-1.1	0.2	-0.2	0.7	-3.6	-0.9	-1.5
PLK1 PBD block	0%	-21%	4%	-4%	-5%	-7%	-3%	0%
Abeta rescue	-2%	6%	9%	2%	3%	8%	-17%	2%
EPAC1 antag	-2%	2%	-5%	7%	5%	-19%	-15%	-17%
PI5P4K alpha inh	x	u	1	8	-2	-6	2	-1
EPAC1 ag	11%	-14%	-9%	-5%	-6%	6%	-17%	-4%
FUS yeast rescue	15%	15%	x	-7%	14%	27%	1%	2%
WRN inhibitor	2%	u	-7%	-3%	3%	9%	0%	2%
aSyn yeast inh	0%	0%	2%	-5%	14%	1%	-6%	-1%

Of the compounds above, two have two or more sulfur atoms:
#14 COc1ccc2c(c1)-c1c(ssc1=S)C(C)(C)N2S(=O)(=O)c1ccc(C)cc1
#22 CN(C)C(=S)N=c1ssc(=S)n1Cc1cccnc1

Compound	14	22
IL-2 act	-0.8	-0.7
PLK1 PBD block	-28%	27µM*
Abeta rescue	10%	-13%
EPAC1 antag	-14%	-12%
PI5P4K alpha inh	8	4
EPAC1 ag	10%	2%
FUS yeast rescue	44%	x
WRN inhibitor	5%	-26%
aSyn yeast inh	8%	2%

The main list resumes; the 2 compounds before the break are reprinted first.
#39 CC(C)Oc1cc(F)ccc1-c1cc(C(=O)NCCc2ccncc2)[nH]n1
#40 O=C(Nc1ccc(F)cc1F)c1ccccc1NC(=O)C1CC=CCC1C(=O)O (stereo unspecified)
#41 O=C(NCCNC(=O)c1ccccn1)c1ccc(Cl)cc1
#42 O=c1[nH]c(=O)c2[nH]c(=S)[nH]c2[nH]1
#43 Cc1noc(NC(=O)c2c(-c3c(Cl)cccc3Cl)noc2C)c1[N+](=O)[O-]
#44 Cc1cc(-c2csc(NC(=O)c3cccc(S(=O)(=O)N(C)C)c3)n2)c(C)n1-c1ccccc1

Compound	39	40	41	42	43	44
IL-2 act	-0.9	-1.5	-1.3	-0.3	1.0	0.5
PLK1 PBD block	-3%	0%	-7%	8.4µM*	-10%	-4%
Abeta rescue	-17%	2%	-14%	-2%	-8%	-3%
EPAC1 antag	-15%	-17%	16%	-7%	12%	6%
PI5P4K alpha inh	2	-1	5	-86*	5	4
EPAC1 ag	-17%	-4%	-1%	-3%	2%	-9%
FUS yeast rescue	1%	2%	16%	2%	16%	x
WRN inhibitor	0%	2%	-2%	u	-15%	2%
aSyn yeast inh	-6%	-1%	-21%	-6%	-10%	-1%

Compound activity as filed in PubChem BioAssay.
